BL2 CD40 inh: inhibitors of CD40-induced NF-kB signaling, primary screen, BL2 cells, luciferase reporter, single point; CD40L-induced, 4 h; inhibition, % at 10 µM; hit rate 0.94% among 83,000;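 active means mean inhibition of at least 50% with a set share of replicates also reaching that level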;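 further: 0% = neutral control wells and 100% = IKK inhibitor VII at 50 µM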
* hit, by the source's call; & = joins results of further samples; [ ] = dose if it differs, or a comment. Not all compounds are listed; rates above refer to the full screens.

The first five records, to show the layout:
SMILES | BL2 CD40 inh
Cc1ccc(S(=O)(=O)N(C)CC(=O)Nc2ncccc2C)cc1 | 1
N#Cc1ccc(OCc2cccc(S(=O)(=O)N3CCOCC3)c2)cc1 | 10
CC(=O)N1[C@@H]2CN(C(=O)NC(C)C)C[C@H]1C2c1ccccc1 (stereo partly specified) | -8&5
OC[C@@H]1CN(Cc2ccco2)C[C@H](n2cnc3c(N4CCN(c5ccccc5)CC4)ncnc32)O1 | -2
CCOC(=O)C1CCN(C(c2cc3ccc(C)c(C)c3[nH]c2=O)c2nnnn2C2CCCCC2)CC1 (stereo unspecified) | -1

The whole of this part, repeating the preview:
SMILES | BL2 CD40 inh
Cc1ccc(S(=O)(=O)N(C)CC(=O)Nc2ncccc2C)cc1 | 1
N#Cc1ccc(OCc2cccc(S(=O)(=O)N3CCOCC3)c2)cc1 | 10
CC(=O)N1[C@@H]2CN(C(=O)NC(C)C)C[C@H]1C2c1ccccc1 (stereo partly specified) | -8&5
OC[C@@H]1CN(Cc2ccco2)C[C@H](n2cnc3c(N4CCN(c5ccccc5)CC4)ncnc32)O1 | -2
CCOC(=O)C1CCN(C(c2cc3ccc(C)c(C)c3[nH]c2=O)c2nnnn2C2CCCCC2)CC1 (stereo unspecified) | -1
CCCNC(=O)N1C[C@@H]2[C@H](c3ccccc31)[C@H](CO)N2C(=O)C1CCOCC1 | -8[25 µM]
Cc1ccc(S(=O)(=O)N(C)C[C@@H]2OCc3ccccc3-c3c(n(C)c4ccccc34)C(=O)N([C@@H](C)CO)C[C@H]2C)cc1 | 11
COc1cc(C(=O)OCC(=O)Nc2cccc(S(=O)(=O)N3CCOCC3)c2)ccc1OCC(C)C | -7
CCn1cc(/C=C/C(=O)c2ccc(O)cc2)c(C)n1 | 27
Cc1cc(Br)cc2c1NC(=O)C2(O)CC(=O)c1ccco1 (stereo unspecified) | 1
Cc1nnc(SCC(=O)NCC2CCCO2)n1Cc1ccccc1 (stereo unspecified) | 11
CS(=O)(=O)N(CC(=O)N1CCN(c2ccccc2F)CC1)c1ccc2c(c1)OCCO2 | 1
Cc1ccsc1C(=O)Nc1ccc(S(=O)(=O)N2CCOCC2)cc1 | -12
CC1(C)CC(CC(=O)O)CC(C)(C)N1 | 3
COc1ccc2c3c([nH]c2c1)[C@@H](CO)NCC31CCN(C(=O)Nc2ccccc2F)CC1 | -2[25 µM]
CC1(NCc2ccc(Cl)cc2)COP(=O)(NCc2ccccc2)OC1 (stereo unspecified) | 2
C/C(=N\NC(=O)c1sccc1-n1cccc1)c1cccs1 | -25
CCCCOC(=O)c1ccc(O)cc1 | -9
CN(C)c1ccc(/C=C(\C#N)C(=O)OCC(=O)N(C)C2CCS(=O)(=O)C2)cc1 (stereo unspecified) | -57
O=C(COC(=O)c1ccccc1)Nc1ccccc1Sc1ccccc1 | 4

(next part)
SMILES | BL2 CD40 inh
OC[C@@H]1CN(Cc2ccncc2)C[C@H](n2cnc3c(N4CCN(c5ccccc5)CC4)ncnc32)O1 | 1
CC(C)(O)c1cn(-c2nonc2N)nn1 | 26
CC(=O)N(C)c1cccc(-c2ccc3nnc(C)n3n2)c1 | 12
CCOc1ccccc1NC(=O)c1cc(S(=O)(=O)N2CCC3(CC2)OCCO3)ccc1F | -13
O=C(Cc1cccc2ccccc12)N/N=C/c1ccc(F)cc1 | 9
Cc1cc(C)c([C@@H]2C[C@H]3CN(C4CCCC4)C(=O)[C@]34CCCN24)c(-n2cccn2)c1 | -11
COc1cc(CC(=O)OCC(=O)c2ccc[nH]2)cc(OC)c1OC | 6
Cn1c(C(=O)N2CCN(C(=O)c3ccco3)CC2)cc2c(=O)n(C)c3ccccc3c21 | -8
O=C(COC(=O)C1COc2ccccc2O1)Nc1cccc(F)c1 (stereo unspecified) | -1
Cn1c(CN2CCOCC2)nnc1SCc1ccc(C#N)cc1 | 9
O=C(C[C@H]1C=C[C@@H](NC(=O)Nc2ccc3c(c2)OCO3)[C@@H](CO)O1)NCCCN1CCOCC1 | -2[25 µM]
CC(=O)C1=C(c2ccccc2)NC(=S)NC1c1ccc(O)c(O)c1 (stereo unspecified) | -1
O=C1C[C@H](c2ccccc2)C(=O)N[C@H](c2ccccc2)C/C=C\C[C@H](c2ccccc2)N1 | 9[25 µM]
CCC(=O)Nc1nnc(S(=O)(=O)N(C)c2ccccc2)s1 | 14
O=C(NCCc1ccncc1)[C@H]1N[C@H]2c3ccc(/C=C/c4ccccc4)c(=O)n3C[C@H]2[C@@H]1CO | -6[25 µM]
O=C(COc1ccccc1)Nc1ncn[nH]1 | -10
COc1cccc(-c2ccccc2[C@H]2[C@@H](C#N)N(C(=O)Cc3ccccc3)[C@@H]2CO)c1 | 2[25 µM]
Cc1ccc(NC(=O)CN(C)C(=O)c2cc(-c3ccco3)nc3ccccc23)cc1 | -1
O=C(C[C@@H]1C=C[C@@H](NC(=O)c2ccc3c(c2)OCO3)[C@H](CO)O1)NC1Cc2ccccc2C1 | 2[25 µM]
CCC(=O)N1CCN(c2ccc(NC(=S)NC(=O)c3ccc(OC)c([N+](=O)[O-])c3)cc2)CC1 | 13

4 entries from above, with the structure last:
BL2 CD40 inh	Structure
-13	CCOc1ccccc1NC(=O)c1cc(S(=O)(=O)N2CCC3(CC2)OCCO3)ccc1F
9	O=C(Cc1cccc2ccccc12)N/N=C/c1ccc(F)cc1
-11	Cc1cc(C)c([C@@H]2C[C@H]3CN(C4CCCC4)C(=O)[C@]34CCCN24)c(-n2cccn2)c1
6	COc1cc(CC(=O)OCC(=O)c2ccc[nH]2)cc(OC)c1OC

The list continues:
SMILES | BL2 CD40 inh
COc1ccccc1OCc1csc(N)n1 | -4
Cc1ccccc1CSc1nnc(-c2ccncc2)o1 | -27
N#Cc1c(C(F)(F)F)cc(C2CC2)nc1N1CCCC1 | 3
COc1cccc(CNC(=O)C[C@H]2CC[C@H]3[C@@H](COc4ccc(NC(=O)c5cccs5)cc4C(=O)N3C)O2)c1 | -14[25 µM]
COC(=O)C1=C(C)NC(C)=C([N+](=O)[O-])[C@@H]1c1ccccc1C(F)(F)F | -1[25 µM]
CO[C@H]1CN(C)C(=O)c2ccc(NC(=O)C3CCOCC3)cc2OC[C@H](C)N(CC2CC2)C[C@H]1C | -5
Cc1sc(-n2c(C)cc(/C=N/n3cnnc3)c2C)c(C#N)c1C | 12
Cc1nn(-c2ccccc2)c(C)c1/C=N/N1CCN(Cc2ccccc2)CC1 | -13[25 µM]
Cc1nsc(N)c1C(=O)O | 3
Cc1ccccc1S(=O)(=O)N1[C@H](C#N)[C@@H](c2ccc(C#CC3CC3)cc2)[C@@H]1CO | -1[25 µM]
O=C(COc1ccccc1)OCC(=O)c1ccc(S(=O)(=O)N2CCCCC2)cc1 | 11
O=C(NCCNc1nccc(C(F)(F)F)n1)c1cccs1 | 17
Cc1ccc(CN2CCNC(=O)C2CC(=O)N(C)CCc2ccccc2)cc1 (stereo unspecified) | 3
Cc1nc2n(c(=O)c1CCN1CCC(c3noc4cc(F)ccc34)CC1)CCCC2 | 6
O=C1NC(=O)C([N+](=O)[O-])=C(O)C1=O | 3
CCOC(=O)C1CCN(CCCSc2ccccc2)CC1 | -5
CN1C(=O)c2cc(NC(=O)c3cnccn3)ccc2OC[C@H]2O[C@H](CC(=O)NCC3CC3)CC[C@H]21 | 0
Cc1noc(C)c1COc1ccccc1C(=O)NCCc1ccc(Cl)cc1 | -71
CC1(C(=O)NC2CCCCCCC2)CCC(=O)N1Cc1ccco1 (stereo unspecified) | 7
CN(Cc1cccc(Cl)c1)C(=O)C1CCC(=O)N(C2CC2)C1 (stereo unspecified) | -6

Additional compounds follow:
SMILES | BL2 CD40 inh
CCCN(Cc1nc2cc(Cl)ccc2c(=O)[nH]1)C(=O)c1ccc(S(=O)(=O)N2CCCC2)cc1 | -1
FC(F)(F)c1nnc2sc(-c3cccs3)nn12 | 13
Cc1nc2cc(NS(=O)(=O)c3ccccc3F)ccc2s1 | 18
O=C(CN1C(=O)NC2(CCCCCCC2)C1=O)NC(=O)NCc1ccco1 | -2
COc1ccc(CN2CC(C(=O)NCC3CCCO3)CC2=O)cc1 (stereo unspecified) | 11
CC(C)[N+]1(C)[C@@H]2CC[C@H]1CC(OC(=O)C(CO)c1ccccc1)C2 (stereo partly specified) | 12
c1cc2c(cc1OCCNC1CCCC1)CCC2 | -5
O=[N+]([O-])c1sccc1CS(=O)(=O)c1ccccc1 | -2
COc1ccccc1N(C)S(=O)(=O)c1ccc(C(=O)N(C)Cc2ccc(OC(F)F)cc2)cc1 | 3
O=C(NC1CCCC1)c1ccc2nc[nH]c2c1 | 3
Cc1cc(NC(=O)COC(=O)c2cc([N+](=O)[O-])ccc2N2CCOCC2)ccc1Br | -3
Cc1ccnc(NC(=O)CNC(=O)COc2ccccc2)c1 | -26
CCC1CCCCN1CCCNC(=O)C(C)n1nc(C)c2sc3ccccc3c2c1=O (stereo unspecified) | 19
C[C@H]1CCCCO[C@H](CN(C)S(=O)(=O)c2cn(C)cn2)[C@@H](C)CN([C@@H](C)CO)C(=O)c2cc(NC(=O)Nc3cccc4ccccc34)ccc2O1 | 9[25 µM]
COC(=O)CCCNC(=O)c1ccc2[nH]c(C)c(C)c2c1 | -17
O=C(NCCc1c[nH]c2ccccc12)C1Cc2ccccc2CN1C(=O)c1ccco1 (stereo unspecified) | -2
O=C(NC(=O)c1ccccc1)Nc1ccc(-c2cnco2)cc1 | -4
O=C(NCCC(c1ccccc1)c1ccccc1)c1cnccn1 | 7
COC(=O)c1ccc(S(=O)(=O)NCc2ccc(S(N)(=O)=O)cc2)o1 | 15
O=C(CSc1ccc([N+](=O)[O-])cn1)Nc1ccc2c(c1)OCCO2 | -9

Continuation.
SMILES | BL2 CD40 inh
Brc1cc(Cc2nnc(-c3ccccc3)o2)c(Br)s1 | 1
O=C(Nc1ccccc1)Nc1ccccc1C(=O)NCC1CC1 | -9
CNCCOc1ccccc1OC(C)C | 1
O=[N+]([O-])c1ccc(Nc2ccc3ccccc3c2)nc1 | -88
Nc1ncc(Br)cc1Br | 15
O=C(Nc1cc(Cl)ccc1-n1cncn1)c1cc(F)cc(F)c1 | 17
CC(=O)Oc1cc2c(C(=O)NCCCN3CCOCC3)c(C)oc2c2ccccc12 | 12
C[C@@H]1CN([C@H](C)CO)C(=O)c2cccc(NC(=O)c3ccno3)c2O[C@H]1CN(C)S(=O)(=O)c1cccs1 | -2[25 µM]
CCCc1c(C(=O)Nc2cc(C)on2)cnn1-c1ccccc1 | 4
Cc1nc2ccccc2nc1OCC(=O)Nc1ccc(F)cc1 | 6
O=C(NC1CCCCC1)C1COc2ccccc2O1 (stereo unspecified) | -16
CCOCC(=O)Nc1cc(C(=O)OC)ccc1C(=O)OC | -1
O=C(O)CCc1nc(-c2cccs2)no1 | 12
CC(=O)N1[C@@H]2Cn3c(ccc(-c4ccccc4F)c3=O)[C@H]1[C@@H](C(=O)NC1CCC1)[C@@H]2CO | -6[25 µM]
Cc1cccc2nc(CSc3ncccc3C(=O)O)cn12 | 15
O=C(CN1CCN(c2ccccn2)CC1)NC(=O)NC1CCCCC1 | 2
C[C@H]1CN([C@@H](C)CO)C(=O)c2cc(NS(C)(=O)=O)ccc2O[C@@H]1CN(C)C | 2[25 µM]
O=C(Nc1ccc(OC(F)(F)F)cc1)C1=NCCN1 | -69
CN1C(=O)c2cc(NC(=O)C3CCC3)ccc2OC[C@@H]2O[C@H](CC(=O)NCC3CCCCC3)CC[C@@H]21 | 6
Cn1ncc2nc[nH]c(=O)c21 | 11

Additional compounds.
SMILES | BL2 CD40 inh
O=[N+]([O-])c1cc(Cl)ccc1NCCc1ccccn1 | -46
C=C(C)c1cccc(C(C)(C)NC(=O)N(C)C2CCN(C)CC2)c1 | 0
COc1ccc2c3c([nH]c2c1)[C@H](CO)N(C(C)=O)CC31CN(S(=O)(=O)c2cccs2)C1 | 14[25 µM]
CC(C)(C)NS(=O)(=O)c1ccc(NC(=O)NC2CCCCC2)cc1 | -33
Cc1ccc(NC(=O)C2CC=CCC2C(=O)N2CCCCC2)cc1 (stereo unspecified) | 6
CNc1oc(-c2cccs2)nc1S(=O)(=O)c1ccccc1 | 3
CCC(=O)N=c1sc2c(C)cc(C)cc2n1CC(=O)OC | 1
COc1ccc(S(=O)(=O)N(CC(C)C)C2CCS(=O)(=O)C2)cc1OC (stereo unspecified) | -6
S=C(Nc1ccccc1Oc1ccccc1)NC1CCCC1 | 9
CC(C)c1ccc(C(=O)CN2C(=O)NC3(CCc4ccccc43)C2=O)cc1 (stereo unspecified) | -26
O=C(NCc1cccnc1)c1cnc2ccccc2n1 | -1
O=C(COC(=O)c1ccc(Cl)c(S(=O)(=O)N2CCCC2)c1)NCc1cccs1 | 14
N#CC1(c2ccccc2)CCC(=NNS(=O)(=O)c2ccccc2)CC1 (stereo unspecified) | 4
CCCCOC(=O)Nc1ccc(C)c(Cl)c1 | -94
Cc1cn2nc(N)c3ccccc3c2n1 | 6
Cc1ccc(NC(=O)COC(=O)C2CCC(=O)N2)c(S(=O)(=O)N2CCOCC2)c1 (stereo unspecified) | 14
CC1=NN(C(=O)c2ccc(Br)cc2)C(O)(c2ccccc2)C1 (stereo unspecified) | 3
CCC1(c2ccc(Cl)cc2)NC(=O)N(CC(=O)NC2CCCC(C)C2C)C1=O (stereo unspecified) | -13
Cc1ccc(S(=O)(=O)N2CCC[C@H]2C(=O)Nc2ccccc2Cl)cc1 | 11
O=C(Nc1ncnc2sc3c(c12)CCCCC3)c1ccccc1 | -4

The list continues:
SMILES | BL2 CD40 inh
CCCCn1c(N)c(N(CCOC)C(=O)c2ccc(N3CCCC3)c([N+](=O)[O-])c2)c(=O)[nH]c1=O | 8
O=C(O)/C=C/C(=O)Nc1cccc2c1-c1ccccc1C2=O | 1
O=C(CCc1ccccc1)Nc1nnc(-c2ccc3c(c2)CCCC3)o1 | 6
O=C(CN1CCN(S(=O)(=O)c2cccs2)CC1)NCC1CCCCC1 | 0
CC(=O)OCCN1C(=O)c2cccnc2C1=O | 6
O=C(Nc1cccc(Cl)c1)N[C@@H]1CC[C@H](CCNC(=O)C2CCCC2)O[C@H]1CO | 0
O=C1c2cccnc2-c2ncccc21 | -2
O=C(CCS(=O)(=O)c1ccccc1F)Nc1ccc(N2CCN(Cc3ccccc3)CC2)cc1 | 13

Screens from PubChem BioAssay.
